CAL PDZ FP-1 – blocks peptide binding to the human CAL PDZ domain. purified CAL PDZ, TMR-peptide fluorescence polarization, 1 h. inhibition, % at 24.9 µM. hit rate 0.92% among 300,000. AID 602252;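 active means mean inhibition of at least 30% with at least half of replicates also reaching 30%; inconclusive means no clear call, values can overlap the other calls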;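 further: 0% = DMSO neutral control and 100% = excess unlabeled competitor peptide PRC23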
V-ATPase pHluor – regulators of yeast V-ATPase proton transport | S. cerevisiae, pHLuorin cytosolic pH fluorescence | response, % at 10 µM | hit rate 0.37% among 350,000; in the data active means response mostly above about 7.3%, no sharp cut-off; inactive means mostly below about 5.4%; further: actives read high; inactives centre near 0; some compounds called inactive have numbers as strong as hits
Rtt109 HAT inh – blocks Candida albicans Rtt109/Vps75 acetyltransferase activity; inhibition, % at 34.9 µM; AID 540336; Q5AAJ8; purified Rtt109/Vps75, ThioGlo CoA-SH fluorescence, 4 h; hit rate 0.16% among 330,000;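 active means inhibition of at least 50% in every replicate; inconclusive means best replicate reaches 50% inhibition but some replicates fall short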
Wnt act – activates Wnt/beta-catenin signaling in a reporter cell assay. activator, plate reader. activation, % at 9.35 µM. hit rate 1.2% among 300,000; in the data active means activation above about 30%, passing the limit was not always enough; inconclusive means no clear call, values can overlap the other calls;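 further: 0% = neutral control wells and 100% = positive control wells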
CAL PDZ FP-2 – inhibitors of human CAL PDZ peptide binding; Q9HD26; purified CAL PDZ, TMR-peptide fluorescence polarization, 1 h; inhibition, % at 20 µM; hit rate 0.02% among 330,000; AID 504414;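 active means highest replicate inhibition of at least 40%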;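 further: plate controls were DMSO neutral control wells for no effect and unlabeled competitor peptide control wells for full effect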
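Material – purified CerCALP PDZ construct · Detection – FP readout, S and P plane fluorescence · Measure – percent inhibition from loss of millipolarization · Controls – unlabelled peptide for full inhibition, DMSO wells as neutral · Probe or stimulus – TMR-labelled reporter peptide T*-PRC34 bound in PDZ groove · Times – 1 h at RT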
dFosB act – activators of mouse delta FosB homodimer. hit rate 0.99% among 340,000. AID 493131. P13346. activation, % at 25 µM. purified delta FosB, TAMRA-CDK5 oligo fluorescence polarization; percent of positive-control signal above neutral wells;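 active means mean activation above about 17%, with every replicate also reaching it, limit read from the data, passing the limit was not always enough; inconclusive means only one of the two conditions met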;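 further: fluorescence polarization rise as delta FosB binds a TAMRA Cdk5 AP-1 oligo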
Target sequence (P13346 whole entry, looked up): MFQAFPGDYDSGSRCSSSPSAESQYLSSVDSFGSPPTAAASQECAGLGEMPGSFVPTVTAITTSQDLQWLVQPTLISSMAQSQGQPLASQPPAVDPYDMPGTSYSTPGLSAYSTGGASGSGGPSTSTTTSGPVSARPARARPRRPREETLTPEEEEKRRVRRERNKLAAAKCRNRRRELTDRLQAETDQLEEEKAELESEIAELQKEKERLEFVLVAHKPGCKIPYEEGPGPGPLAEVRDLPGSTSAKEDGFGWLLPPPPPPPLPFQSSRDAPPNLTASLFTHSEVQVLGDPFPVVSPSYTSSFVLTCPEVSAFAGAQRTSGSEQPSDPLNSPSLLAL
Tat transport – blocks Tat-dependent protein export in E. coli; E. coli MC4100 TorA-mCherry Tat export, fluorescence; hit rate 0.036% among 340,000; inhibition, % at 10 µM; AID 488895;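 active means mean replicate inhibition at least 50% and at least half of replicates individually reaching 50%; inconclusive means only one of the two criteria met; inactive means neither criterion met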;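 further: exported cargo escapes ClpAP degradation while cytoplasmic cargo is degraded and loses fluorescence; 0% = median of neutral control wells and 100% = median of NaSCN control wells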
CDK5 inh – blocks human CDK5/p35 kinase activity. hit rate 0.01% among 330,000. Q00535+Q15078. Recombinant CDK5/p35, ADP-Glo luminescence, 60 min. AID 488839. inhibition, % at 10 µM;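 active means highest replicate inhibition of at least 50% and at least 75% of replicates reaching 50%; inconclusive means only one of the two criteria met; inactive means both criteria failed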;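 further: plate controls were DMSO neutral control for no effect and GW8510 at 10 µM for full effect; many of its hits are not listed in these tables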
Target sequence (Q00535 whole entry, looked up): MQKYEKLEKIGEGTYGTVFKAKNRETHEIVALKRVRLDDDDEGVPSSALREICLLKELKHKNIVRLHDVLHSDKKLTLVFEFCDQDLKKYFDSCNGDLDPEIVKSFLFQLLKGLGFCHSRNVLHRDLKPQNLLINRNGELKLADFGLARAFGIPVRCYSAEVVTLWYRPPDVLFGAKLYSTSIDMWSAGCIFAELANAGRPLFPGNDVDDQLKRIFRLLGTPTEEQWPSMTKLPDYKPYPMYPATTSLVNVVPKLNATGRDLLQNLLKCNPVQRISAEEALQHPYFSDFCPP
Target sequence (Q15078 whole entry, looked up): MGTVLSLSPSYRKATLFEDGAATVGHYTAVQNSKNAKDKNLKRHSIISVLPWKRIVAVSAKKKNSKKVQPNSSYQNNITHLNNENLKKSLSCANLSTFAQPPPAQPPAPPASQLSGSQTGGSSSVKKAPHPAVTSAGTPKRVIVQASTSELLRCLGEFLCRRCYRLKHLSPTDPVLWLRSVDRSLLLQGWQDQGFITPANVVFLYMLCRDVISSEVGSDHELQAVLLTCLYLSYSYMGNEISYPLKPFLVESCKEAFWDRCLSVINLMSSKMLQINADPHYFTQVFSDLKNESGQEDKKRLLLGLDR
MITF TRPM1 HTS – MITF TRPM1 promoter activation in melanoma cells; SK-MEL-5 TRPM1-promoter luciferase, 24 h; % of positive control, neutral wells = 0; activation, % at 12.5 µM; hit rate 0.75% among 300,000;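 active means mean activation of at least 80% with every replicate also reaching 80%; inconclusive means mean reaches 80% but some replicate falls short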;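 further: 0% = neutral control wells and 100% = parthenolide positive control wells; values of inactives mirror those of a sister screen read the other way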
RTF Ca sens act – cardiac RTF calcium sensitization. activation, % at 7.2 µM. IANBD-labeled TnC RTF fluorescence at EC20 calcium; 0% EC20 calcium, 100% full calcium. hit rate 0.24% among 340,000. P19429+P45379;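 active means activation above the mean over all tested compounds plus 3 SD, cut at about 30% in these data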;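 further: rise in fluorescence read as greater calcium sensitivity of cardiac thin filaments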
An asterisk follows results filed as active; ? = inconclusive; / = not tested or not shown.

SMILES | CAL PDZ FP-1 | V-ATPase pHluor | Rtt109 HAT inh | Wnt act | CAL PDZ FP-2 | dFosB act | Tat transport | CDK5 inh | MITF TRPM1 HTS | RTF Ca sens act
Cc1cccc(NC(=O)CSc2nc(N)c(NC(=O)c3cccs3)c(=O)[nH]2)c1C | / | -4 | -4 | 0 | -0.3 | 14 | -1 | 1.2 | 0 | 10
COc1ccccc1NC(=O)c1ccc(CSc2ccccc2)o1 | 0 | -5 | 13 | -1 | -2.9 | -11 | 3 | 1.3 | 6 | -4
CN(C)CCCNCCCNC(=O)c1ccccn1 | 2 | -2 | 2 | / | -1.3 | 1 | -1 | -0.4 | -4 | 6
COc1ccc(NS(=O)(=O)/C=C/c2ccc(OC)c(OC)c2)cc1 | -4 | 1 | -7 | -12 | 0.2 | -8 | 7 | 3.5 | 4 | 11
O=c1oc(/C=C/c2ccccc2)nc2sc3c(c12)CCC3 | 1 | -2 | 1 | 6 | -0.8 | -2 | -1 | 1.5 | 105* | -7
O=C(Nc1ccc(N2C(=O)C3CCCCC3C2=O)cc1Cl)c1cccs1 (stereo not given) | / | 1 | 6 | 1 | 0.0 | 1 | 4 | -2.0 | 10 | 3
CCN(Cc1ccncc1)C(=S)Nc1ccccc1 | -5 | 1 | -2 | 0 | -0.4 | -5 | 6 | -1.9 | -7 | 1
O=C(C1CCN(S(=O)(=O)c2ccc(Br)s2)CC1)N1CCN(c2ccccc2)CC1 | -3 | -4 | -4 | -1 | 0.0 | -10 | 8 | -0.8 | -6 | -7
COC(=O)c1ccc(NC(C)C(=O)OC)c([N+](=O)[O-])c1 (stereo not given) | -1 | 4 | -1 | / | -0.5 | 2 | -4 | / | -15 | 0
Cc1nnsc1Sc1ccccc1 | 0 | 0 | 1 | 1 | 0.2 | 5 | -7 | -2.0 | 7 | -1
COc1ccc(NC(=O)NCc2cccnc2)c(OC)c1 | -5 | 0 | -5 | -2 | 0.6 | -2 | 8 | 0.8 | -6 | -2
CCOc1ccc(N2C(=O)/C(=C\c3ccc(O)c(OC)c3)S(=O)(=O)C2c2cccc([N+](=O)[O-])c2)cc1 (stereo not given) | / | -1 | 5 | -2 | 0.3 | -4 | -10 | -1.7 | 6 | -2
O=C(CN1C(=O)c2ccccc2C1=O)Nc1ccc(-c2nc3ccccc3o2)cc1 | -9 | -1 | -4 | 3 | / | -16 | -1 | -0.2 | 8 | 1
COc1cccc(CNC(=O)CCC2CCCN(C3CCOCC3)C2)c1 (stereo not given) | 0 | 0 | 0 | / | -0.4 | 5 | -9 | -1.0 | 7 | 5
COc1ccc(CCNC(=O)c2ccc(NC(=O)CC3SC(N4CCCCC4)=NC3=O)cc2)cc1OC (stereo not given) | -1 | 1 | 9 | 0 | -1.2 | 3 | 10 | -0.6 | -10 | 5
CC(C)NC(=O)COc1ccc(Cl)cc1Cl | -1 | 2 | / | / | -2.8 | 0 | 2 | -0.7 | 4 | 4
COc1ccc(/C=C/C(=O)Nc2ccccc2)cc1S(=O)(=O)N1CCOCC1 | -3 | -1 | 5 | 7 | -4.0 | -13 | -7 | -2.7 | 13 | -1
CC(=O)N1c2ccc(S(=O)(=O)N3CCCC3C(=O)NCc3ccc(Cl)cc3)cc2CC1C (stereo not given) | -1 | -1 | -2 | -5 | -0.7 | -2 | -2 | 1.8 | 2 | 4
CCOc1ccc(N(C)S(=O)(=O)c2c[nH]c(C(=O)OC)c2)cc1 | -1 | 4 | -13 | 1 | -2.3 | -13 | -4 | -0.6 | 3 | -6
COc1ccc(C(=O)Nc2ccc(CN3CCOCC3)cc2)cc1 | -4 | 2 | 0 | / | -1.9 | -11 | 0 | 0.1 | 58 | -4
Cc1ccccc1C(=O)Nc1nnc(S(=O)(=O)N2CCCCC2)s1 | / | 5 | 7 | 5 | -0.8 | -10 | -6 | -2.2 | / | -2
Cc1ccc(C(=O)N/N=C/c2ccoc2)cc1C | -2 | 6 | 12 | -1 | -3.4 | -4 | 12 | 1.5 | 18 | 0
CC(C)(C)c1ccc(S(=O)(=O)N2CCC(O)(c3ccc(Cl)cc3)CC2)cc1 | -2 | 0 | 5 | 0 | -1.9 | -18 | 5 | -0.1 | -10 | 4
COc1ccc(-n2nc(C(=O)NCC(=O)NCCCN3CCOCC3)c3ccccc3c2=O)c(OC)c1 | 15 | -3 | -8 | -1 | -1.9 | -5 | -6 | 1.9 | -2 | -1
CCC/S(C)=N/S(=O)(=O)c1ccc(C)cc1 (stereo not given) | -3 | -2 | ? | -3 | -2.1 | -7 | -10 | 0.7 | -12 | 4
ClC1=C(Cl)C(Cl)=C(Cl)C1=C/C=C/c1ccccc1 | -1 | -2 | 3 | 21 | -2.2 | -11 | -4 | 0.0 | -91 | -9
Cc1cc(NCCN(C)C)n2nc(-c3cccs3)cc2n1 | -5 | 2 | -6 | / | -0.4 | 14 | 0 | 1.3 | 11 | 0
O=C(N/N=C/c1ccc([N+](=O)[O-])cc1)c1cc(C2CC2)[nH]n1 | -5 | -1 | -4 | 0 | -0.5 | -1 | -6 | -0.8 | 9 | -1
Cc1ccc(-n2cnc3scc(-c4cccs4)c3c2=O)cc1 | -2 | 1 | -4 | / | -2.5 | 2 | 3 | 0.8 | -5 | 4
CC(C)C(c1nnnn1C1CCCC1)N1CCOCC1 (stereo not given) | -3 | 0 | 2 | -3 | 0.5 | 4 | 8 | 1.4 | 2 | -4
O=C(NCC(c1ccco1)N1CCCCC1)c1ccc2c(c1)S(=O)(=O)c1ccccc1C2=O (stereo not given) | -7 | -2 | -3 | -2 | -4.6 | 1 | 3 | 1.8 | 8 | -5
Cn1nccc1NC(=O)Nc1ccc(OC(F)(F)F)cc1 | / | -2 | 19 | 2 | -1.5 | -6 | 10 | 0.6 | / | /
Cc1ccc(NC(=S)N2CCN(S(=O)(=O)c3ccccc3)CC2)cc1C | -3 | 4 | -5 | 3 | -2.2 | -10 | 3 | -0.8 | 2 | 4
COc1ccc(OC)c(C2C(C#N)=C(N)N(N(C)C)C3=C2C(=O)CC(C)(C)C3)c1 (stereo not given) | 0 | 1 | 2 | 0 | -1.9 | 0 | -4 | -2.5 | 4 | 5
CN(C)CC/C=C1\c2ccccc2Sc2ccc(Cl)cc21 | -1 | 5 | 28 | -2 | -5.0 | 5 | -1 | -1.6 | 1 | 0
O=C(Nc1ccc2c(c1)C(=O)c1ccccc1-2)c1ccccc1 | / | -1 | -16 | -2 | -0.9 | 11 | 1 | -1.1 | 39 | 4

Some values from above.
CDK5 inh result of CN(C)CC/C=C1\c2ccccc2Sc2ccc(Cl)cc21 stands at -1.6
CAL PDZ FP-2 result of COc1ccc(OC)c(C2C(C#N)=C(N)N(N(C)C)C3=C2C(=O)CC(C)(C)C3)c1 (stereo not given) stands at -1.9

(continued)
SMILES | CAL PDZ FP-1 | V-ATPase pHluor | Rtt109 HAT inh | Wnt act | CAL PDZ FP-2 | dFosB act | Tat transport | CDK5 inh | MITF TRPM1 HTS | RTF Ca sens act
CC1=CC(=O)N(c2cccc(C(F)(F)F)c2)C1c1ccc(Cl)cc1 (stereo not given) | -2 | 0 | 3 | / | 2.6 | -8 | 17 | -0.5 | 7 | -7
COc1ccc(/C=N/NC(=O)c2ccccc2O)cc1Cn1nnc2ccccc21 | -4 | 0 | 0 | 7 | -5.8 | -3 | 2 | -0.2 | -11 | -1
Cc1nnsc1C(=O)Nc1ccccc1 | -4 | 0 | -3 | / | -1.0 | 4 | -7 | / | -2 | -5
Cc1cc(C)cc(N2C(=O)CC(N(C(=O)c3ccco3)c3cc(C)cc(C)c3)C2=O)c1 (stereo not given) | 1 | 1 | 2 | / | -0.4 | -11 | 7 | -0.1 | -4 | 2
CCCc1cc(C(=O)NNC(=S)NC2CCCCC2)cs1 | 0 | -4 | 28 | 6 | -1.2 | -11 | 1 | 0.4 | 12 | -3
Cc1occc1C(=O)N1CCCc2ccccc21 | -3 | 10 | 4 | / | -1.4 | 1 | -1 | -3.6 | -10 | 4
CC(=O)Nc1cccc(NC(=O)c2cc(-c3ccccn3)nc3ccc(Cl)cc23)c1 | -3 | 4 | -11 | -1 | -2.5 | -2 | -3 | 0.5 | -15 | 0
CCN(CC)S(=O)(=O)c1ccc(-c2nnc(SCC(=O)Nc3cc(OC)cc(OC)c3)o2)cc1 | -1 | 0 | -10 | -2 | 0.1 | -12 | -11 | 0.2 | / | 4
O=S(=O)(c1cc(Cl)ccc1Cl)n1cccn1 | 10 | -1 | 1 | -1 | -1.1 | -2 | -2 | -0.5 | 15 | 5
CCOc1cc(/C=C2\N=C(C)OC2=O)cc(Cl)c1OCC(=O)OC | -1 | 2 | -3 | 3 | -0.3 | 5 | -16 | 0.5 | / | 0
O=S1(=O)N=C(Nc2ccc(N3CCOCC3)cc2)c2ccccc21 | -2 | 3 | -7 | / | -2.4 | -3 | -8 | 0.5 | 3 | 2
CSCCC1NC2(C(=O)Nc3c2ccc(Cl)c3C)[C@@H]2C(=O)N(C3CCCC3)C(=O)[C@H]12 (stereo not given in full) | -1 | -1 | 9 | / | -0.9 | -6 | 5 | -0.7 | / | -2
O=C(NCCc1ccccc1Cl)c1ccc2nc3ccccc3c(=O)n2c1 | 3 | 1 | -8 | -1 | -0.6 | -12 | -7 | 0.4 | 27 | 1
CC1Cc2cc(S(=O)(=O)CCC(=O)N3CCN(c4ccccc4)CC3)ccc2N1C(=O)C1CC1 (stereo not given) | / | 4 | 3 | -1 | -1.3 | -5 | -5 | -0.3 | -14 | -7
Cc1ccc2c(c1)N(C(=O)CCC(=O)N1CCN(c3ccccn3)CC1)CCO2 | / | 1 | 1 | -3 | 0.3 | -5 | -8 | -1.7 | -5 | 1
CCOC(=O)C1=CCC2c3c(c4ccccc4n3C)C(=O)C1N2C(=O)OC(C)(C)C (stereo not given) | 1 | 0 | 27 | -3 | 0.2 | -3 | -2 | -0.7 | / | -2
CCc1ccc(C(=O)OCC(=O)N(CCOC)c2c(N)n(Cc3ccccc3)c(=O)[nH]c2=O)cc1 | 1 | -1 | -2 | 0 | -1.3 | -15 | -3 | -1.5 | -1 | 2
CCc1nccn1CCC(=O)NC1CC(C)(C)Cc2c1cnn2-c1ccc(OC)cc1 (stereo not given) | -1 | -3 | 5 | 0 | 0.0 | -5 | -2 | -0.2 | 18 | 1
Cc1ccc(OCC(=O)NNC(=O)[C@@H]2CCCC[C@@H]2C(=O)O)c(Br)c1 | 17 | 4 | 5 | 2 | -0.3 | 4 | -3 | -1.9 | -8 | 1
O=C(CCN1CCc2ccccc2C1)Nc1ccccc1 | -5 | -4 | 0 | -3 | 0.6 | -5 | 2 | -1.4 | -9 | -9
C#CCNC(=O)C1=C[C@@H](c2ccc(Br)cc2)[C@H](CCCO)[C@@H](OCC)O1 | 0 | 3 | 6 | -3 | 1.6 | -4 | 5 | 0.2 | -11 | 8
CC(O)c1nc2ccccc2n1CC(=O)Nc1ccc(F)cc1Cl (stereo not given) | / | 0 | 6 | -1 | -0.2 | 5 | -8 | -1.2 | / | 1

Hits appear at their usual frequency; any-hit rate near 4.1%.
